ADAM17 inh: ADAM17 inhibitors, primary screen, biochemical, QFRET; Disintegrin and metalloproteinase domain-containing protein 17 (Homo sapiens), P78536; recombinant ADAM17, EDANS/DABCYL FRET peptide cleavage; inhibition, % at 6.95 µM; 370,000 compounds, 0.83% hits; AID 720648, 2013;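 active = inhibition above the mean of compounds lying between control limits plus 3 SD, set per campaign, cut at about 8.5% in these data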;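 also: 0% = DMSO-only wells as the low control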
hgDAF12 agonist: H. glycines DAF-12 receptor agonists, primary screen, cell-based, luminescence, HEK293, GAL4 fusion, UAS-luciferase; HEK293 GAL4-hgDAF12 UAS-luciferase reporter, agonist luminescence; normalized to butyrate control; activation, % at 6.8 µM; 370,000 compounds, 1.8% hits; AID 687014, 2013;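 active = activation above a cutoff set at the mean of all screened compounds plus 3 SD, cut at about 10% in these data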;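 also: 0% = DMSO wells and 100% = sodium butyrate wells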
ADAM10 inh: human ADAM10 inhibitors, primary screen, biochemical, QFRET, HTS | recombinant ADAM10, EDANS/DABCYL FRET peptide cleavage, 3 h | inhibition, % at 7 µM | 370,000 compounds, 0.62% hits;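 active = inhibition above a per-campaign cutoff equal to the mean of compounds falling between control-based bounds plus 3 SD, cut at about 20% in these data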;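 also: 0% = DMSO wells while the 100% control is not disclosed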
Target sequence (O14672 214-748 limits assumed): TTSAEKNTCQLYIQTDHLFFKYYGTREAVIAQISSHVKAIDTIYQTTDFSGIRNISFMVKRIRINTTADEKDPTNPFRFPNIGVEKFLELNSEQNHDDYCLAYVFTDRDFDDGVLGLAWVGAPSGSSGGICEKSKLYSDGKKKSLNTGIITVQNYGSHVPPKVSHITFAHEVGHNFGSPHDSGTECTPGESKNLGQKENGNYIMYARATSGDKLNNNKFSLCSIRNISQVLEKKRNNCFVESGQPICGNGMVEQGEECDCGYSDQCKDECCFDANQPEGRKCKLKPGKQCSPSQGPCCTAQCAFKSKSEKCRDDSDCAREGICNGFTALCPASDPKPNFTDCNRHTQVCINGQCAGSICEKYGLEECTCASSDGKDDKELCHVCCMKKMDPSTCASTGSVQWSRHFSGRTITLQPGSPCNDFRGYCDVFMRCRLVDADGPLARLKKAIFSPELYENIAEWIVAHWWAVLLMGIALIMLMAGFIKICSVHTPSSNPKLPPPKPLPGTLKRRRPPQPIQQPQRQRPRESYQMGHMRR
hcDAF12 agonist: H. contortus DAF-12 nuclear receptor activators, primary screen, cell-based, luminescence, HEK293, lit1-tk-luc reporter; HEK293 hcDAF-12 lit1-tk-luc reporter; 0% DMSO, 100% Δ7-dafachronic acid; activation, % at 6.8 µM; 370,000 compounds, 1.4% hits;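 active = activation above the mean of all tested compounds plus 3 SD, cut at about 5.5% in these data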;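 also: 100% = response to 3 µM Δ7-dafachronic acid high control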
ssDAF12 agonist: S. stercoralis DAF-12 nuclear receptor activators, primary screen, cell-based, luminescence, HEK293, GRIP1 co-expression, lit1-tk-luc; 370,000 compounds, 1% hits; activation, % at 6.8 µM; HEK293 ssDAF-12/GRIP1 lit1-tk-luc reporter; % of 3 µM dafachronic acid response;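 active = activation above the mean over all tested compounds plus 3 SD, cut at about 0.9% in these data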;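 also: 0% = DMSO-only wells and 100% = 3 µM delta7-dafachronic acid wells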
DAX1 inh-1: DAX1 (NR0B1) inhibitors, primary screen, cell-based, HEK293, Gal4-DAX1, luciferase luminescence; Nuclear receptor subfamily 0 group B member 1 (Homo sapiens), P51843; HEK293 Gal4-DAX1 luciferase reporter; inhibition, % at 6.75 µM; 340,000 compounds, 0.99% hits; AID 504766, 2011;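 active = inhibition above the mean over all tested compounds plus 3 SD, cut at about 4.2% in these data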;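 also: 0% = DAX1-transfected cells with DMSO and 100% = empty-vector control cells with DMSO; inhibition shows as a rise in luminescence from relieved DAX1 repression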
Target sequence (P51843 207-470 limits assumed): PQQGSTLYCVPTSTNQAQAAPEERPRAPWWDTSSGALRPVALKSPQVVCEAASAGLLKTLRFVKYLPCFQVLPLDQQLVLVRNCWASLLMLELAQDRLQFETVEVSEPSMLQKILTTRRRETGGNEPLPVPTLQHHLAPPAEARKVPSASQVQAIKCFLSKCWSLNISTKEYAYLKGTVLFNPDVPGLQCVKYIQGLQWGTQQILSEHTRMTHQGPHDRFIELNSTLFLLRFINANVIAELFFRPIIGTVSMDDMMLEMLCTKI
PLC-beta3 inh: human PLC-beta3 inhibitors, primary screen, biochemical, fluorescence. Purified PLC-beta3, fluorogenic substrate. 370,000 compounds, 0.18% hits. inhibition, % at 12.2 µM. 1-phosphatidylinositol 4,5-bisphosphate phosphodiesterase beta-3 (Homo sapiens), Q01970; in the data active = inhibition above about 11%;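 also: 0% = median of compound wells on plate and 100% = full blocker control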
DAX1 inh-2: DAX1 (NR0B1) inhibitors on StAR promoter, primary screen, cell-based, luminescence, SF-1 (NR5A1), full-length DAX-1. inhibition, % at 6.8 µM. 370,000 compounds, 1.1% hits. HEK293T StAR-luciferase reporter, SF-1/DAX-1 repression relief. AID 652010, 2013;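 active = inhibition above the mean over all tested compounds plus 3 SD, cut at about 3.6% in these data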;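 also: 0% = DAX-1 cells with DMSO and 100% = cells lacking DAX-1 with DMSO; higher inhibition means more luminescence from relief of DAX-1 repression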
GAA850 FXN act: FXN promoter activators, primary screen, cell-based, luciferase luminescence, HEK293 lucGAA850; HEK293 lucGAA850 FXN promoter luciferase reporter, 24 h; percent of 10 µM SAHA response; activation, % at 6 µM; 360,000 compounds, 0.56% hits;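 active = activation above the average of all compounds screened plus 3 SD, cutoff fixed separately per campaign, cut at about 7.5% in these data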;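 also: 0% = DMSO wells and 100% = 10 µM SAHA wells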
PLC-gamma1 inh: PLC-gamma1 enzyme inhibitors, primary screen, biochemical, fluorescence, purified enzyme. 1-phosphatidylinositol 4,5-bisphosphate phosphodiesterase gamma-1 (Homo sapiens), P19174. fluorogenic substrate. inhibition, % at 12.2 µM. 370,000 compounds, 0.84% hits. AID 720700, 2013; in the data active = inhibition above about 9.5%
HGIII-sPLA2 inh: human group III sPLA2 inhibitors, primary screen, biochemical, QFRET, BODIPY PC-A2 liposome substrate; QFRET BODIPY PC-A2 liposome hydrolysis, fluorescence; inhibition, % at 12.2 µM; 370,000 compounds, 0.56% hits;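 active = inhibition above mean plus 3 SD of compounds lying within the high and low control bounds, cut at about 19% in these data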;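 also: 0% = median of test compound wells and 100% = no enzyme DMSO wells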
The depositor's hits bear a star; . = no result given; & = joins results of further samples.

SMILES	ADAM17 inh	hgDAF12 agonist	ADAM10 inh	hcDAF12 agonist	ssDAF12 agonist	DAX1 inh-1	PLC-beta3 inh	DAX1 inh-2	GAA850 FXN act	PLC-gamma1 inh	HGIII-sPLA2 inh
CCCCN(C)CCNC(=O)c1c[nH]c2ccc(S(=O)(=O)N(CC)CC)cc2c1=O	-37	1.9	-117	4.5	-1.1	1.1	-1	0.7	-1.3	-2	-6
COc1cc(OCc2ccccc2)c(OC)c(OCc2ccccc2)c1	-1	-0.5	3	-0.1	-0.6	1.5	-4	-0.6	-1.6	4	-5
Cc1ccc(NC(=O)C2(c3ccccc3)CCOCC2)c([N+](=O)[O-])c1	0	-1.0	10	3.2	-0.1	0.3	3	0.0	4.0	4	-4
COC(=O)Nc1ccc(S(=O)(=O)N2CCC(C(=O)NC3CCCCC3)CC2)cc1	-1	-0.6	0	-1.4	-1.4	3.5	2	0.6	-0.3	0	0
Cc1cc(NC(=O)CCC(=O)N(c2cccc(F)c2)C(C(=O)NC2CCCC2)c2ccncc2)no1 (centres undefined)	-3	-2.6	-2	-0.3	-1.2	0.2	1	0.1	-0.7	1	-6
CC1CCCCC12NC(=O)N(CC(=O)Nc1ccc(Cl)c(S(=O)(=O)N3CCOCC3)c1)C2=O (centres undefined)	-2	-2.7	2	0.3	-0.4	-1.2	-8	-2.2	3.0	0	-5
Cc1cccc(-c2nnc3sc(-c4ccccc4)nn23)c1	2	-0.6	-4	-2.1	-1.8	0.5	4	-0.6	5.6	3	-2
O=C1CCC(=O)N1CC1CC2CCC1C2 (centres undefined)	-1	3.6	12	2.6	-0.7	1.2	-2	-0.4	-1.1	2	-2
C[C@@H](NC(=O)Cn1ccc(N)nc1=O)c1cccc2ccccc12	4	-0.6	3	-1.3	-1.0	0.9	6	0.1	0.3	5	1
COc1ccc(NC(=O)N2CCCc3cccc(C)c32)cc1	3	-2.0	5	2.3	-0.8	2.2	0	-0.2	0.2	2	8
C/C(=C\C(=O)c1ccc(Cl)cc1Cl)N(C)C	0	-0.8	-2	-0.7	-1.2	-0.9	4	0.5	2.0	2	-5
Cc1ccccc1CN(C)C[C@H]1OCc2cnnn2CCCC(=O)N([C@@H](C)CO)C[C@@H]1C	0	1.8	-2	-1.3	-1.6	-0.6	-1	0.6	-1.3	2	-4
C=CCN(Cc1ccccc1)C(C#CC(=C)C)Cc1ccccc1 (centres undefined)	-5	0.2	-8	-1.1	-1.5	.	-1	-0.7	.	-2	9
COC(C[C@H]1O[C@@H]1[C@H](O)[C@H](C)OCc1ccccc1)OC	0	3.0	2	0.2	-0.5	0.8	7	-0.4	-0.5	6	16
O=C(NCCCl)NNC(=O)c1cc2ccccc2cc1O	-6	1.0	-15	-2.7	0.1	-1.7	-98	-0.3	-1.0	-66	3
CCOc1ccc(C(=O)c2nc3c(n2O)CCCCC3)cc1	-6	-1.1	-17	-1.1	-1.1	0.7	-4	0.2	0.3	-3	0
Cc1nnc(SC(C)C(=O)Nc2ccc3c(c2)OCCO3)s1 (centres undefined)	1	-1.3	-5	-2.1	-1.7	1.3	0	-0.2	0.3	-1	2
COc1cccc(-c2cc(C(=O)N3CCN(c4ncccn4)CC3)c3ccccc3n2)c1	-2	-2.7	9	-1.5	-1.4	-2.3	-45	-1.4	-3.7	-34	-11
O=C(NCc1ccccc1)c1cccc(S(=O)(=O)N2CCCCC2)c1	-3	0.7	10	-1.1	-1.0	0.4	-9	-0.1	-1.0	-1	8
COc1cc(C(=O)NCC2CCCO2)ccc1OCc1ccccc1 (centres undefined)	-2	0.6	-4	-0.5	-0.7	0.7	-5	0.7	3.4	-3	1
COc1cccc(N2C(=O)CC(N3CCC(c4nc5ccccc5[nH]4)CC3)C2=O)c1 (centres undefined)	0	-1.6	-5	-1.6	-1.6	-0.2	1	-0.3	2.2	0	6
CCCC(=O)Nc1ccc(Cl)c(NC(=O)c2ccc(Br)o2)c1	0	1.2	-1	-1.2	-1.7	-0.8	2	-0.6	-0.6	0	-11
O=C(OCc1ccccc1)N1CCC2CC1c1c(Cl)cccc12 (centres undefined)	0	1.8	-12	-1.4	-0.6	0.8	1	-0.1	-1.1	-1	17
O=C(NCC(=O)N(c1cccnc1)C(C(=O)NC1CCCCC1)c1cccnc1)c1ccco1 (centres undefined)	-3	0.3	-1	2.2	-1.3	-0.5	-2	-0.1	0.4	-2	0
Cc1cc(C)c(C(=O)CSc2nc3ccccc3c(=O)[nH]2)cc1C	-5	2.1	-5	-2.0	-1.2	-0.7	-6	0.3	-0.3	-1	-7
Continued:
SMILES	ADAM17 inh	hgDAF12 agonist	ADAM10 inh	hcDAF12 agonist	ssDAF12 agonist	DAX1 inh-1	PLC-beta3 inh	DAX1 inh-2	GAA850 FXN act	PLC-gamma1 inh	HGIII-sPLA2 inh
COc1ccc(NS(=O)(=O)c2cccc(C(=O)NCC(c3ccco3)N3CCCC3)c2)cc1 (centres undefined)	4	-2.3	-9	-0.1	-0.8	-1.5	-6	1.7	0.1	-3	-5
COC(=O)c1nc(NC(=O)c2ccc(F)cc2)n[nH]1	0	-2.1	-7	0.3	-0.9	-1.2	-1	1.9	-1.1	1	-1
CCOc1ccc(CN(C)C(=O)[C@H](C)NC(=O)c2ccco2)cc1OC	-1	-1.4	-7	-1.1	-0.7	-0.5	-2	-0.1	0.9	-1	3
COc1ccc(C2=NOC(Cn3nc(-c4ccccc4)cc3C(=O)NCc3ccccc3OC)C2)cc1 (centres undefined)	2	0.4	3	-0.6	-1.4	0.5	2	-0.7	-0.3	1	0
COc1cc(/C=N/NC(=O)c2ccncc2)ccc1O	-6&-14	-0.9&-1.2	-7&-24	-1.2&-0.5	-1.1&-1.2	-0.5&-1.8	-2&-16	-0.2&-0.4	0.7&2.0	1&-5	12&2
CCCCN(C)S(=O)(=O)c1ccc(C(=O)N(CCN(C)C)c2nc3ccc(C)cc3s2)cc1	-1	1.8	3	0.0	-0.7	1.0	0	0.5	1.1	0	-7
CC(Nc1cc(N2CCNCC2)ccc1[N+](=O)[O-])c1ccccc1 (centres undefined)	0	1.7	6	-3.6	-2.1	-0.6	2	-0.9	8.5*	4	-3
CC(Oc1ccc(Br)cc1)C(=O)NC1CCN(Cc2ccccc2)CC1 (centres undefined)	-2	-0.2	-7	-1.4	-1.2	-0.8	1	-1.1	-0.8	-2	-5
COc1ccc(NC(=O)CN(C)CC(=O)NCCc2ccc(F)cc2)cc1	3	0.7	-14	-2.1	-0.8	-0.6	-8	0.6	-0.9	-2	8
Cc1cccc(CS(=O)(=O)c2ncc(Cl)c(C(=O)Nc3c(C)cccc3C)n2)c1	-2	-11	-3	-3.4	-1.1	-4.1	-8	-1.7	-2.5	1	-1
CC1CCN(C2=C(NS(=O)(=O)c3ccc(Cl)cc3)C(=O)c3ccccc3C2=O)CC1	5	-1.4	6	3.2	-1.2	1.7	4	-0.2	-0.7	3	4
O=c1cc(Cl)[nH]c(=O)n1Cc1ccc(F)cc1	-2	0.2	1	-0.9	-0.9	0.2	-10	0.2	-0.1	-1	-1
CN(C)c1ccccc1C(=O)N1CCCC(Nc2ccc(F)cc2)C1 (centres undefined)	2	1.5	0	-2.1	-0.8	0.4	0	-0.1	-0.5	1	1
COc1ccc(NC(=O)CCC(=O)N/N=C/c2cccnc2)cc1	3	0.9	-1	0.5	-1.3	0.1	-7	0.5	2.0	-1	2
C=CCn1c(Cc2csc(N)n2)nnc1SCC(=O)OCC	-3	0.5	3	-0.1	-1.6	-0.8	-1	0.1	0.1	-4	2
O=C(Nc1cc(Cl)cc(Cl)c1)N[C@@H]1CC[C@@H](CCNS(=O)(=O)c2cccc(F)c2)O[C@@H]1CO	3	-0.8	12	-0.3	-1.2	.	-2	-0.9	.	-3	-35
O=C(O)C1CCN(Cc2ccccn2)CC1	1	1.1	3	-0.3	-0.3	1.0	5	-0.1	-0.2	-3	2
O=C(NC1CC1)C1Nc2ccc(OC(F)(F)F)cc2C2C=CCC12 (centres undefined)	-5	8.8	-19	4.5	-0.4	2.3	-28	1.0	-0.4	-28	-6
C1CCCCCC(NCCN2CCNCC2)CCCCC1	-6	-0.3	-5	1.2	-0.3	3.1	-3	0.2	2.5	2	7
COc1ccc(CCN(C)C(=O)CSc2nccn2C)cc1OC	-5	2.6	0	-1.9	-2.0	2.8	4	-1.0	0.3	-4	7
Cc1cc(NC(=O)COC(=O)[C@@H]2CCCN2C(=O)c2cccs2)no1	-6	0.5	-9	0.0	-0.9	0.3	0	0.0	-2.9	2	8
O=C(Cc1ccccc1[N+](=O)[O-])N1CCOCC1	0	0.7	3	0.0	-0.9	0.5	-2	-0.1	0.6	6	0
C#CCOCCOCCOCCNc1nc(N2CCN(C(=O)[C@H](C)n3cc(CCC(=O)O)nn3)CC2)nc(N2CCN(C(=O)[C@H](CCCCN)n3cc(CCCC)nn3)CC2)n1	-3	0.1	-10	-0.3	-0.6	0.0	0	0.2	1.6	0	9
CCC(=O)NC(=S)Nc1ccc(NC(=S)NC(=O)c2ccccc2)cc1	3	-3.1	3	-0.7	-1.0	-0.2	5	-1.4	-6.7	2	1
Cc1oc(-c2cccs2)nc1CS(=O)CC(=O)NCCc1ccccc1 (centres undefined)	-6	7.1	-5	1.0	-0.5	1.1	-10	-0.2	3.2	-5	9
O=C(Cc1ccccc1)NCC(=O)OC(c1ccccc1)c1ccccc1	3	-2.3	9	0.7	-1.8	-0.3	4	-0.8	0.8	5	-7
CC(C)C1C(C#N)=C(N)Oc2n[nH]c(-c3ccc4ccccc4c3)c21 (centres undefined)	6	-0.5	13	-1.8	-1.7	-2.9	-11	-1.9	-6.2	-8	-43
COc1ccc(N2CCN(CCCNC(=O)C(=O)c3c[nH]c4ccccc34)CC2)cc1	5	1.9	13	0.4	-0.3	-0.2	-4	-2.2	0.2	6	-14
Cc1onc(-c2c(F)cccc2Cl)c1C(=O)Nc1nccs1	-2	-1.4	-4	-1.6	-1.0	-1.1	1	-1.0	0.2	-2	-1
C(=N\NCc1ccccc1)/c1ccc2ncccc2c1	-4	4.5	8	1.9	-0.8	.	-10	1.2	1.8	-4	10

Compound activity (PubChem)

Compounds as they come; overall some 6.9% were active at least once.
